Compound activity from PubChem BioAssay.
hIAP block: human IAP inhibition; inhibition, % at 10 µM; purified IAP, CDP-Star luminescence, 30 min; hit rate 0.12% among 330,000;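 active = inhibition reaching a set limit with compound at 10 µM in the primary screen, cut at about 35% in these data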;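 also: plate controls were DMSO wells with enzyme for no effect and no-enzyme buffer wells for full effect; values of inactives mirror those of a sister screen read the other way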
NALP3 yeast inh: inhibitors of NALP3 inflammasome in yeast; Yeast reconstituted NLRP3/ASC/caspase-1, beta-gal luminescence, 24 h; inhibition, % at 10 µM; hit rate 0.39% among 330,000;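 active = inhibition of 50% or more; inactive = inhibition below 50%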;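 also: plate controls were induced DMSO wells for no effect and uninduced yeast grown without galactose for full effect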
SENP1 FRET inh: SENP1 (human) catalytic domain inhibition; recombinant SENP1 catalytic domain, CyPet-SUMO1-YPet FRET cleavage; inhibition, % at 10 µM; hit rate 0.21% among 360,000; AID 624204;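 active = inhibition at least 30% at 10 µM, raw YFP signal under a set limit, fluorescence ratio 0.5 to 1.5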;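 also: 0% = enzyme with DMSO and 100% = no enzyme wells; some results filed as inactive read as strong as hits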
Target sequence (Q9P0U3 419-644 limits assumed): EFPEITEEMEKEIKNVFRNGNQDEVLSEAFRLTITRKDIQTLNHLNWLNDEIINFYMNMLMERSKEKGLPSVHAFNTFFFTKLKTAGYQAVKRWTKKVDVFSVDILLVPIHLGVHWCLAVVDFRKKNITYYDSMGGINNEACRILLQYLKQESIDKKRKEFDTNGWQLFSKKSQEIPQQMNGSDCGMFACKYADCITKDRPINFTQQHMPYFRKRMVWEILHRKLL
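system = hSENP1 catalytic domain, recombinant | reagent = SFCypet-SUMO1-SFYpet substrate at 25 nM | doses = one dose per compound, 10 µM, 0.5% DMSO | incubation = enzyme reaction for 50 min at room temperature, dark | measured by = FRET, CFP and YFP emission | controls = no-enzyme low, enzyme-DMSO high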
mIAP activ: increases mouse intestinal alkaline phosphatase activity | muIAP, CDP-Star luminescence, 30 min; stronger effect = higher value; 1 = vehicle-only enzyme signal, 0 = enzyme-free wells | activation factor at 10 µM | hit rate 0.24% among 330,000;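 active = activation factor of at least 2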; also: the source names both 10 and 20 µM as test concentration; values of inactives mirror those of a sister screen read the other way
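also added = chemiluminescent substrate CDP-Star | test system = mouse IAP enzyme | signal = chemiluminescence readout | compound = DMSO-dissolved test compounds | incubation = 30 min at room temperature | benchmarks = DMSO wells, no-enzyme wells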
APOBEC3G inh: APOBEC3G (human) deaminase inhibition. hit rate 0.28% among 330,000. Q9HC16. recombinant A3G, ssDNA deamination FAM/TAMRA fluorescence. inhibition, % at 20 µM;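 active = inhibition of at least 40% at 20 µM, with no more than 30% in the related APOBEC3A deaminase screen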;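 also: plate controls were DMSO wells with A3G for no effect and wells lacking A3G enzyme for full effect; some compounds called inactive have numbers as strong as hits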
Target sequence (Q9HC16 whole entry, looked up): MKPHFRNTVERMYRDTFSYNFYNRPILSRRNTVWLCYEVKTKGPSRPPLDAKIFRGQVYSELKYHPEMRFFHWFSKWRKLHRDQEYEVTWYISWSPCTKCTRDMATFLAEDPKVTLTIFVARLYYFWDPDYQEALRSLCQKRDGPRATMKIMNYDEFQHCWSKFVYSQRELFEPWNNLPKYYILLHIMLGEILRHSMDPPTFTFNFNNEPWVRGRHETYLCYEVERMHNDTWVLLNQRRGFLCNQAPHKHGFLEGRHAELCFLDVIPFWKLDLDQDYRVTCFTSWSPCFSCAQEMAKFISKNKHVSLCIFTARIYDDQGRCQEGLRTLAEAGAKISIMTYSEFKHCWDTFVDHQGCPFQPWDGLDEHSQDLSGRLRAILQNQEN
mIAP block: blocks mouse intestinal alkaline phosphatase; inhibition, % at 10 µM; AID 2806; hit rate 0.2% among 330,000; purified mouse IAP, CDP-Star luminescence, 30 min;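 active = inhibition of at least 40% at 10 µM in the primary screen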;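 also: plate controls were DMSO with enzyme for no effect and no enzyme wells for full effect; values of inactives mirror those of a sister screen read the other way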
A3A deaminase: blocks human APOBEC3A ssDNA deamination; P31941; recombinant A3A, FAM/TAMRA ssDNA deamination fluorescence; inhibition, % at 20 µM; hit rate 0.41% among 330,000; AID 493011;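 active = at least 40% inhibition at 20 µM here, with at most 30% in a related deaminase screen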;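 also: plate controls were A3A with DMSO for no effect and wells lacking A3A enzyme for full effect; some results filed as inactive read as strong as hits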
Target sequence (P31941 whole entry, looked up): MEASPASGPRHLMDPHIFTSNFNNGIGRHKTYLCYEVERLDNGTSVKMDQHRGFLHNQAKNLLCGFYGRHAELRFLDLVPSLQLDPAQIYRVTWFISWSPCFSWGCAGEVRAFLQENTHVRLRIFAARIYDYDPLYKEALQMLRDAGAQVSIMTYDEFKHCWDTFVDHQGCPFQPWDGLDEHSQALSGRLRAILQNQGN
beta cell repl: induces beta-cell replication in MIN6 cells; hit rate 0.29% among 330,000; proliferation, % at 10 µM; MIN6 cells proliferation, ATPlite luminescence, 48 h; cells starved in 0.2% serum; 100% = growth in 10% serum;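 active = compounds whose signal lies at least 3.5 SD above the mean of all wells on their plate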;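 also: 0% = DMSO-treated cells in low-serum medium and 100% = 10% serum control; some compounds called inactive have numbers as strong as hits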
hIAP activ: human IAP activation; purified human IAP, CDP-Star luminescence, 30 min; stronger effect = higher value; 1 = vehicle-only enzyme, 0 = enzyme-free background; P09923; hit rate 0.16% among 330,000; activation factor at 10 µM; AID 2524;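 active = activation factor of the enzyme at least 2-fold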; also: the source names both 10 and 20 µM as test concentration; values of inactives mirror those of a sister screen read the other way
The depositor's hits bear a star; . = not tested or not shown. An excerpt; count on the stated rates, not on these rows.

SMILES,hIAP block,NALP3 yeast inh,SENP1 FRET inh,mIAP activ,APOBEC3G inh,mIAP block,A3A deaminase,beta cell repl,hIAP activ
O=C(COC(=O)CCCNC(=O)c1ccc(Cl)cc1)NCc1ccccc1Cl,2,-2,0,0.96,-1,4,-1,-1,0.98
CC(C)c1nnc(NC(=O)c2cccnc2)s1,-3,-7,1,0.97,-4,3,-2,-3,1
CC(C)C[C@H](NC(=O)N1c2ccccc2NC(=O)[C@@H]1C(C)C)C(=O)N[C@@H](Cc1ccccc1)C(=O)O,-14,4,1,0.86,1,14,1,1,1.1
Cc1onc(-c2ccccc2)c1C(=O)Nc1nnc(CC(C)C)s1,22,18,1,0.99,-13,1,1,-2,0.79
CCCC1=NN2C(=N)/C(=C\c3cc(C)n(-c4cc(C)cc(C)c4)c3C)C(=O)N=C2S1,-2,1,-99,0.97,-8,3,0,0,1
Cc1cc(C)c(C#N)c(SCc2nc3ccccc3c(=O)[nH]2)n1,-17,14,-26,0.97,-1,3,3,-4,1.2
CS(=O)(=O)NCCSCc1ccc(Cl)cc1,3,1,0,0.95,-2,5,1,-1,0.97
CC1=CC(=C(C#N)c2nc3ccccc3s2)C=C(C)N1Cc1ccco1,8,26,-22,0.77,0,23,-1,-1,0.92
c1ccc(CN(Cc2ccco2)C(c2ccncc2)c2nnnn2C2CCCC2)cc1 (configuration not stated),1,7,-50,0.95,1,4,-3,-2,0.99
CCN(C(=O)c1cc2c(=O)[nH]c3ccc(C)cc3c2s1)c1ccccc1C,12,-10,1,0.91,-5,9,1,-4,0.88
CCOc1ccc(C)cc1S(=O)(=O)Nc1cccnc1,-5,2,1,1,-2,-4,-2,1,1
CCCCn1c(N)c(N(CCOC)C(=O)CN(C)S(=O)(=O)c2ccc(Cl)cc2)c(=O)[nH]c1=O,-23,-2,-12,1.1,30,-9,5,-1,1.2
Cc1nc2ccccc2c(=O)n1/N=C/C=C/c1ccccc1,7,-5,-2,0.96,-5,4,-1,1,0.93
C=CCn1c(C)c(C(C)=O)c(N2CCCC2)nc1=S,-1,2,3,0.97,-5,2,0,1,1
Cc1ccc(NC(=O)CN2C(=O)NC(C)(c3ccccc3)C2=O)c(C)c1 (configuration not stated),-5,3,-1,1.1,-7,-9,-3,-1,1
COC(=O)c1cc(NC2c3ccccc3C(=O)N2c2ccc(Cl)cn2)cc(C(=O)OC)c1 (configuration not stated),16,0,-5,0.98,-11,2,-1,3,0.84
COC(=O)c1[nH]c(C)c(/C(O)=C2\C(=O)C(=O)N(CCN(C)C)C2c2ccc(C)o2)c1C (configuration not stated),-6,10,-4,0.95,-2,5,-4,-3,1.1
Cc1ccc(C(=O)NCCN(C)C)c(C)c1,-6,-5,2,1,-3,-4,-6,2,1.1
Cc1cccc(NC(=O)COC(=O)c2cc3ccccc3oc2=O)c1,2,28,3,0.9,-7,10,-2,0,0.98
CN(C(=O)c1ccccc1C(=O)c1ccccc1)C1CCS(=O)(=O)C1 (configuration not stated),-13,-1,0,1.1,-6,-11,1,-2,1.1
CN1CC(=O)N/C1=N\C(=O)Nc1ccc2c(c1)N(C)C(=O)CS2,16,13,4,1,0,-1,0,0,0.84
Cc1ccc(C(C)C)cc1S(=O)(=O)NCc1ccccn1,-2,-4,1,1.1,-2,-8,0,-2,1
N#Cc1ccsc1NC(=O)C1CCCN1S(=O)(=O)c1cccs1 (configuration not stated),-8,15,-1,1,-11,-4,-1,4,1.1
CSc1nc(=S)cc(C)[nH]1,-3,3,2,1,21,-2,1,-4,1

Next part; the last 2 above are carried over.
SMILES,hIAP block,NALP3 yeast inh,SENP1 FRET inh,mIAP activ,APOBEC3G inh,mIAP block,A3A deaminase,beta cell repl,hIAP activ
N#Cc1ccsc1NC(=O)C1CCCN1S(=O)(=O)c1cccs1 (configuration not stated),-8,15,-1,1,-11,-4,-1,4,1.1
CSc1nc(=S)cc(C)[nH]1,-3,3,2,1,21,-2,1,-4,1
CCC(C)(C)NC(=O)c1ccc(Sc2nncn2C)c([N+](=O)[O-])c1,-3,8,0,0.98,-7,2,-5,-1,1
COc1ccc(CNC(=O)NS(=O)(=O)c2ccc(C)cc2)cc1,8,9,0,1,-13,0,-1,5,0.92
Cc1cccc2c1NC(=O)C21N2CCCC2C(C(=O)c2ccc3ccccc3c2)C12C(=O)Nc1ccccc12 (configuration not stated),12,9,.,0.88,7,12,6,-6,0.88
O=C(NCc1cccnc1)/C(=C/c1ccc([N+](=O)[O-])cc1)NC(=O)c1ccccc1,-5,8,1,1.1,-1,-7,-2,-5,1
O=C(COC(=O)c1cc(Br)ccc1O)NCC1CCCO1 (configuration not stated),-5,7,1,1,-4,-3,3,-3,1.1
COC1(OC)N=C(NC(=O)Nc2ccccc2)C2(C#N)C(c3ccccc3)C12C#N (configuration not stated),-5,19,-1,1,-2,-3,-1,0,1.1
Cc1nc([N+](=O)[O-])cn1Cc1cccc2ccccc12,4,8,0,0.99,-5,1,-2,-3,0.96
COC(=O)CC(NS(=O)(=O)c1cccs1)c1ccccc1Cl (configuration not stated),4,14,0,1,-3,-4,-2,0,0.95
CCCOc1ccc(C(C)=O)cc1CSc1nc(O)cc(=O)[nH]1,4,12,0,0.89,-1,11,1,-4,0.96
COc1cccc(N2CCN(C(=O)CCCCCNc3nc(=S)[nH]c4ccccc34)CC2)c1,-8,7,1,0.9,-4,10,2,-4,1.1
COc1ccc(/C=N/NC(=O)c2cccc3ccccc23)c(OC)c1OC,2,9,1,0.92,-10,8,-4,0,0.98
N#C/C(=C/c1ccc([N+](=O)[O-])cc1)C(N)=O,9,8,1,1.1,-10,-7,6,-1,0.91

A draw from above in order of SMILES length, descending:
SMILES,hIAP block,NALP3 yeast inh,SENP1 FRET inh,mIAP activ,APOBEC3G inh,mIAP block,A3A deaminase,beta cell repl,hIAP activ
CN1CC(=O)N/C1=N\C(=O)Nc1ccc2c(c1)N(C)C(=O)CS2,16,13,4,1,0,-1,0,0,0.84
N#C/C(=C/c1ccc([N+](=O)[O-])cc1)C(N)=O,9,8,1,1.1,-10,-7,6,-1,0.91
Cc1nc2ccccc2c(=O)n1/N=C/C=C/c1ccccc1,7,-5,-2,0.96,-5,4,-1,1,0.93

Carrying on.
SMILES,hIAP block,NALP3 yeast inh,SENP1 FRET inh,mIAP activ,APOBEC3G inh,mIAP block,A3A deaminase,beta cell repl,hIAP activ
O=C(COc1cccc2cccnc12)Nc1ccccc1N1CCOCC1,-7,-12,0,0.93,-5,7,2,-1,1.1
CC(/C=C/c1ccc2c(c1)OCO2)=N/NC(=O)c1ccc(C)nc1,-15,10,-1,0.9,-4,10,1,0,1.2
COc1ccc(C(CNC(=O)CNC(=O)c2cccc(Cl)c2)N2CCCC2)cc1 (configuration not stated),2,10,-1,1,0,-2,1,1,0.98
CCOC(=O)CCSc1nc(C)cc(C(F)(F)F)c1C#N,0,8,76*,1,-4,-2,2,-2,1
CCCOc1ccc(CNC(=S)N/N=C/c2ccc([N+](=O)[O-])cc2)cc1,0,9,14,0.78,-16,22,-3,-2,1
CC/C(=N\NC(=O)CSCc1ccccc1Cl)c1ccc2c(c1)OCCO2,-3,11,0,1.1,0,-5,4,2,1
CCN(CC)S(=O)(=O)c1cc(C(=O)Nc2ccccc2C(=O)O)ccc1OC,-6,3,2,1.1,-6,-12,-4,-4,1.1
OC(CNc1ncnc2sccc12)c1ccccc1 (configuration not stated),-6,1,-43,0.95,-4,5,-2,-1,1.1
COc1ccc(C2(c3ccc(OC)cc3)NC(=O)N(CC(=O)N(C)c3ccccc3)C2=O)cc1,-8,8,1,1,-5,-3,-2,0,1.1
O=C(NCC1CCCO1)C(=O)N/N=C/c1cccc(Cl)c1 (configuration not stated),-8,3,-2,0.96,-5,4,-5,2,1.1
COc1cc(/C=C2\SC(N)=NC2=O)cc(Cl)c1O,6,22,-3,0.8,-4,20,-4,-2,0.94
COC(=O)CNC(=O)COC(=O)c1cc(Cl)cc(Cl)c1N,-6,15,-2,0.96,2,4,1,-5,1.1
CC1CCN(C(=O)CNC(=O)Cn2ccc3ccccc3c2=O)CC1,14,7,1,0.99,-8,1,-3,-2,0.86
CCn1c(N2CCN(Cc3ccc([N+](=O)[O-])cc3)CC2)nc2ccccc21,-10,18,1,1,-1,0,-4,-3,1.1
O=C(NCCN1CCN(c2ccccc2F)CC1)C1c2ccccc2C(=O)N2CCc3ccccc3C12 (configuration not stated),-12,18,0,1.1,0,-8,2,-1,1.1
COc1ccc(NC(=O)CCOc2ccc(C)cc2)cc1S(=O)(=O)N1CCOCC1,0,9,0,1.1,-9,-5,0,-7,1
CCOC(=O)Cn1nnc2c(sc3nc4c(c(-c5ccc(Cl)cc5)c32)CCC4)c1=O,11,10,-1,0.85,2,14,2,-6,0.89
C/C(=N\NC(=O)c1ccoc1C)c1ccccc1O,-45,24,-45,0.99,-9,1,1,-5,1.5
CCC(Sc1nc2c(cnn2-c2ccc(Cl)cc2)c(=O)[nH]1)C(=O)OC (configuration not stated),17,12,2,0.94,-1,6,-2,-2,0.83
O=C(COC(=O)c1cnccn1)c1ccc(OC(=O)c2ccccc2)cc1,-9,-2,16,0.95,-1,5,2,3,1.1
O=[N+]([O-])c1ccc(N/N=C/c2c[nH]c3ccccc23)c(S(=O)(=O)Nc2ccc(Cl)cc2)c1,-6,28,-17,0.86,-1,14,-1,-5,1.1
CCC(=O)Nc1ccc(NC(=O)c2cccc3c(Br)cccc23)cc1,-11,8,1,1,-3,-2,13,-5,1.1
Cc1cccc(CCN2CCN=C2Nc2ccccc2)c1,-2,7,2,0.9,2,10,8,-4,1
COc1ccc2cc(C(c3nnnn3CC3CCCO3)N3CCOCC3)c(=O)[nH]c2c1 (configuration not stated),2,21,-142,1.1,11,-5,4,-4,0.97
Cc1ccccc1C(=O)NC(=S)NC1CC1,2,-9,-1,0.93,-7,7,-5,-4,0.98
NS(=O)(=O)c1ccc(CNC(=O)/C=C/c2ccc(S(=O)(=O)N3CCOCC3)cc2)cc1,-14,3,0,1,4,-4,9,-1,1.1
O=C(Cc1n[nH]c(=O)[nH]c1=O)N/N=C/c1ccccc1,-1,8,-1,1.2,-2,-15,0,1,1
CC1CN(S(=O)(=O)c2ccc(CN3C(=O)c4cccnc4C3=O)s2)c2ccccc2O1 (configuration not stated),-10,23,2,0.96,-4,4,-2,-5,1.1
CCOC(=O)C1CCN(C(=O)c2ccc(C)c(S(=O)(=O)N3CCCC3)c2)CC1,20,12,2,1,4,-2,3,4,0.8
CSc1cccc(NC(=O)/C=C/c2ccco2)c1,9,18,-18,0.9,-4,10,3,-1,0.91
C=CCc1ccccc1OCC(O)CN1CCN(CCO)CC1 (configuration not stated),-1,-1,1,0.94,-5,6,-2,4,1
